Growth percent in the NCI-60 one-dose screen (48 h, 10 µM unless noted): 100 = growth as untreated, 0 = no growth, -100 = all killed.
MDA-MB-231: MDA-MB-231 breast cancer | 81,000 tested, 5% active
MDA-MB-468: MDA-MB-468 breast cancer; 78,000 tested, 8.5% active
SR: SR leukemia cells; 73,000 tested, 8.7% active; AID 1794780
RPMI-8226: RPMI-8226 leukemia cells. 77,000 tested, 7.5% active
MDA-MB-435: MDA-MB-435 melanoma. 82,000 tested, 7.8% active
MCF7: MCF7 breast cancer | 82,000 tested, 6.3% active
MOLT-4: MOLT-4 leukemia cells | 80,000 tested, 6.9% active | AID 1794779
K-562: K-562 leukemia. 78,000 tested, 7.4% active. AID 1794777
* hit, by the source's call; x = not tested or not shown; & = joins results of further samples; ! = not confirmed by another sample. Rule for the calls: active = growth percent below 10; inactive = the rest. Not a hit list. About 15% of those tested had a hit in this group.

SMILES | MDA-MB-231 | MDA-MB-468 | SR | RPMI-8226 | MDA-MB-435 | MCF7 | MOLT-4 | K-562
Cc1ccc2cccc(OC(=O)c3c(F)cccc3Cl)c2n1 | 101 | 118 | x | 114 | 104 | 84 | 89 | 93
C[C@@H](Oc1cc(C(=O)Nc2ccc(C(=O)N3CCN(C)CC3)cc2)nnc1N)c1c(Cl)ccc(F)c1Cl | 62 | 62 | 0.6* | 37 | 69 | 47 | 35 | 29
O=C(CN1N=C(c2ccccc2)CCC1=O)Nc1nc2ccccc2s1 | 85 | 95 | 84 | 93 | 108 | 73 | 91 | 90
COC(=O)CCCNCCCn1ccc2cc(NCc3cccc(-c4ccccc4)c3C)ccc21 | 68 | 53 | -15* | 28 | 71 | 57 | 49 | -1.4*
Cn1cnc2c1c(=O)n(CCC(=O)Nc1ccc(S(=O)(=O)Nc3ncccn3)cc1)c(=O)n2C | 105 | 103 | 117 | 105 | 109 | 100 | 120 | 109
O=C(Nc1ccc(I)cc1F)c1cc(I)ccc1O | -35* | -13* | 3.4* | x | 2.8* | 3.3* | -10* | 7.6*
COc1cc(C(=O)NNS(=O)(=O)c2ccc(C)cc2)cc(OC)c1OC | 88 | x | 99 | 152 | 104 | 89 | 98 | 99
c1ccc(Nc2ccc(Nc3nc(-c4ccccc4)nc4ccccc34)cc2)cc1 | 63 | 82 | 52 | 49 | 87 | 81 | 53 | 6.2*
Nc1ccc(-c2csc(-n3[nH]c(=O)ccc3=O)n2)cc1 | 101 | 99 | 102 | 97 | 103 | 87 | 88 | 103
CC(=O)[C@H]1CC[C@H]2[C@@H]3CCC4=CC(=O)CC[C@]4(C)[C@@]3(F)[C@@H](O)C[C@]12C | 118&89 | 97&110 | 39&104 | 27&72 | 87&110 | 100&106 | 85&102 | 123&87
O=C1/C(=C\c2cn(Cc3cccc4ccccc34)c3ccccc23)c2ccccc2N1c1c(Cl)cccc1Cl | 110 | 106 | 89 | 97 | 106 | 98 | 89 | 95
CO[C@@H]1CSSC1Cn1nc(-c2ccc(Oc3ccccc3)cc2)c2c(N)ncnc21 (stereo not given in full) | 52 | -13* | x | 35 | -72* | 16 | -17* | 4.9*
CCOC(=O)C(Cc1ccc([N+](=O)[O-])cc1)N1C(=O)c2ccccc2C1=O (stereo not given) | 116 | 96 | 87 | 89 | 97 | 96 | 99 | 89
O=C1c2ccccc2C(=O)N1c1ccccc1[N+](=O)[O-] | 118 | 132 | 85 | 95 | 96 | 104 | 94 | 96
COc1ccc(NC(=O)[C@H](Cc2ccccc2)NC(=O)OC(C)(C)C)cc1C(=O)Nc1cccc(C2CC(=O)c3c(cc(OC)c(OC)c3OC)O2)c1 (stereo not given in full) | 103 | 96 | 68 | 69 | 98 | 87 | 74 | 92
Oc1c(Cl)c2ccccc2c2ccccc12 | 95 | 112 | 99 | 102 | -72* | 99 | x | -12*
COc1cc(/C=C/C(=O)c2cc(OC)c(OC)c(OC)c2)ccc1OCc1ccccc1 | 48 | 21 | 6.7* | -12* | 46 | 8.1* | 26 | 10
O=C(CN1CCN(Cc2ccc(Br)cc2)CC1)Nc1nc(-c2cc3ccccc3oc2=O)cs1 | 82 | 62 | 70 | 70 | 96 | 72 | 84 | 62
C=CCn1cc(C2=C(c3cccc4ccccc34)C(=O)N(O)C2=O)c2cc(Br)ccc21 | 82 | 77 | 91 | 93 | 102 | 85 | 94 | 91
CC(=O)Nc1ccc(C(=O)CCl)cc1 | x | 8.7* | -18* | 25 | 14 | 3.2* | 74 | 1.8*
COC(=O)CC[C@H](C)[C@H]1CC[C@H]2[C@@H]3CC[C@@H]4C(c5nc6ncccc6[nH]5)=C(Cl)CC[C@]4(C)[C@H]3CC(=O)[C@]12C | 84 | x | 38 | 74 | 91 | 72 | 48 | 56
O=[N+]([O-])c1ccc(OCCOc2ccccc2)c(Cl)c1 | 96 | 103 | 75 | 77 | 118 | 97 | 74 | 100
C=CC(O)CN (stereo not given) | 103 | 110 | x | 137 | 119 | 98 | x | x
COc1ccc(-c2nc(SCC(=O)Nc3ccc(C(=O)/C=C/c4ccc(Cl)cc4)cc3)[nH]c(=O)c2C#N)cc1 | 38 | 39 | 72 | 98 | 42 | 41 | 84 | x
O=C(/C(=C\c1ccccc1)CBr)c1ccccc1 | 103 | 58 | x | 76 | 97 | 55 | 42 | 48
NS(=O)(=O)c1ccc(-n2ncc3c(NNC(=O)Nc4ccc(Cl)cc4)ncnc32)cc1 | 92 | 98 | 66 | 81 | 114 | 93 | 101 | 87
N=C(N)SCc1ccc(Cl)cc1 | 80 | 97 | 52 | 82 | 72 | 88 | 50 | 71
Cc1ccc(-c2cc3nc(C(Cl)Cl)nc(-c4ccc(F)cc4)n3n2)cc1 | 102 | 72 | 83 | 95 | 98 | 81 | 93 | 93
CCOC(=O)c1[nH]cnc1/N=N/N(C)CCO | 88 | 106 | 109 | 120 | 113 | 104 | 117 | 149
COc1ccccc1C(=O)Nc1cccc(-c2cc(=O)c3ccccc3o2)c1 | 98 | 99 | 73 | x | 94 | 94 | 74 | 89
CC(=O)N(NC(=O)c1ccccn1)C(C)=O | 110 | 101 | 88 | 104 | 98 | 104 | 102 | 95
CCC(=O)c1cccc([N+](=O)[O-])c1 | 104 | x | 77 | 103 | 101 | 98 | 94 | 92
Cc1nn(-c2ccccc2)c2ncnc(N/N=C/c3cccc(O)c3)c12 | 71 | -0.1* | 31 | 23 | 3.9* | 18 | 22 | 13
Nc1ccc(O)c(C(=O)O)c1 | 109&92&84 | 9.2*! | 100 | 108&65 | 108&101&100 | 107&102&86 | 105&104&98 | 74&93
COc1ccc(-c2cc(C(=O)Nc3nc4ccccc4s3)nc3c(-c4ccccc4)cnn23)cc1OC | 93 | 91 | 109 | 101 | 102 | 86 | 106 | 123
Cn1cc(-c2csc(-c3ccc(Cl)cc3)n2)c2ccccc21 | 107 | 115 | 101 | 100 | 113 | 93 | 92 | 103
COc1cc2c(c(OC)c1OC)C(=O)CC(c1cccc(NC(=O)[C@H](C)N)c1)O2 (stereo not given in full) | 97 | 98 | 92 | 99 | 101 | 91 | 107 | 98
CCOC(=O)C1=C(C)NC(C)=C(C(=O)OCC)C1c1ccccc1 | 84 | x | 76 | 94 | 99 | 90 | 79 | 83
C/C(Cc1ccc(Cl)cc1)=C(/c1ccc(Cl)cc1)c1ccc(OCCN2CCCCCC2)cc1 | 83 | 89 | 11 | 72 | 92 | 68 | 72 | 32
O=C(O)c1cccc([N+](=O)[O-])c1I | 89 | 106 | 128 | 112 | 101 | 91 | 118 | 122
COc1ccc(C(=O)c2cc(OC)c(OC)c(OC)c2)cc1/C=C/C(=O)c1cc(OC)c(OC)c(OC)c1 | 63 | 73 | 43 | 67 | 65 | 75 | 88 | 100
O=C(Nc1ccc(Cc2ccc(NC(=O)Nc3nc4ccccc4s3)cc2)cc1)Nc1nc2ccccc2s1 | 56 | 49 | 20 | 46 | 58 | 30 | 42 | 82
CN(CC(=O)Nc1sc2c(c1C#N)CCCCC2)Cc1ccccc1 | 105 | 93 | 53 | 89 | 91 | 88 | 75 | 72
COC1OC(C(O)C(O)CO)C(O)C(O)C1O (stereo not given) | x | 101 | 98 | 93 | 105 | 97 | 105 | 104
CCOC(=O)C(C(=O)OCC)C(C)C | x | 91 | 103 | 100 | 96 | 95 | 111 | 105
CCCC(=O)C(CCN(C)C)c1ccccn1 (stereo not given) | 121 | 108 | 95 | x | 98 | 106 | 114 | 113
COc1ccc(-c2nnc3c4[nH]cnc4ncn23)c(OC)c1 | 29 | -16* | 15 | 9.3* | 13 | 7.2* | 8.7* | 12
Fc1ccc(-c2nc(-c3nc4ncccc4[nH]3)cc3c2[nH]c2ccccc23)cc1F | 54 | 50 | 76 | 46 | 66 | 39 | 50 | 79
CCCCNC(=S)Nc1ccc(S(=O)(=O)Nc2ccc(Cl)nn2)cc1 | 96 | x | 103 | 104 | 101 | 94 | 106 | 96
Cc1ccc(C(=O)CSc2nc3ccccc3c(=O)n2CCc2ccc(S(N)(=O)=O)cc2)cc1 | 113 | 107 | 102 | 106 | 104 | 95 | 99 | x

Another view of some results above:
Under each structure: MDA-MB-231, MDA-MB-468, SR, RPMI-8226, MDA-MB-435, MCF7, MOLT-4, K-562
- Cn1cc(-c2csc(-c3ccc(Cl)cc3)n2)c2ccccc21
  107, 115, 101, 100, 113, 93, 92, 103
- COc1cc2c(c(OC)c1OC)C(=O)CC(c1cccc(NC(=O)[C@H](C)N)c1)O2 (stereo not given in full)
  97, 98, 92, 99, 101, 91, 107, 98
- CCOC(=O)C1=C(C)NC(C)=C(C(=O)OCC)C1c1ccccc1
  84, x, 76, 94, 99, 90, 79, 83
- C/C(Cc1ccc(Cl)cc1)=C(/c1ccc(Cl)cc1)c1ccc(OCCN2CCCCCC2)cc1
  83, 89, 11, 72, 92, 68, 72, 32
- O=C(O)c1cccc([N+](=O)[O-])c1I
  89, 106, 128, 112, 101, 91, 118, 122
- COc1ccc(C(=O)c2cc(OC)c(OC)c(OC)c2)cc1/C=C/C(=O)c1cc(OC)c(OC)c(OC)c1
  63, 73, 43, 67, 65, 75, 88, 100
- O=C(Nc1ccc(Cc2ccc(NC(=O)Nc3nc4ccccc4s3)cc2)cc1)Nc1nc2ccccc2s1
  56, 49, 20, 46, 58, 30, 42, 82
- CN(CC(=O)Nc1sc2c(c1C#N)CCCCC2)Cc1ccccc1
  105, 93, 53, 89, 91, 88, 75, 72
- COC1OC(C(O)C(O)CO)C(O)C(O)C1O (stereo not given)
  x, 101, 98, 93, 105, 97, 105, 104
- CCOC(=O)C(C(=O)OCC)C(C)C
  x, 91, 103, 100, 96, 95, 111, 105

(cont.)
SMILES | MDA-MB-231 | MDA-MB-468 | SR | RPMI-8226 | MDA-MB-435 | MCF7 | MOLT-4 | K-562
O=C(O)Cc1ccccc1F | 102 | 111 | 113 | 102 | 119 | 96 | 107 | 92
Nc1ccc(S(=O)O)cc1 | 96 | 95 | 83 | 102 | 97 | 94 | 77 | 85
COc1ccc(-c2nc(N)nc3c(=O)[nH]ccc23)cc1 | 112 | 110 | 133 | 104 | 116 | 96 | 113 | 89
CCCCCN1C(=O)/C(=c2\sc3n(c2=O)C2C(NN=3)N(CCC)C(=O)N2CCC)c2ccccc21 (stereo not given) | 75 | 96 | 103 | 98 | 98 | 69 | 98 | 100
O=C1CCCC=C1C[N+](=O)[O-] | 111 | x | 64 | 79 | 111 | 91 | 77 | 79
O=c1c2ccccc2sc2c(NCc3ccccc3)nc3ccccc3c12 | 79 | 79 | 74 | 93 | 99 | 42 | 84 | 81
Clc1ccc2nnc3c4cccnc4[nH]c3c2c1 | 99 | 74 | x | x | 113 | 78 | x | x
O/N=C(\CSc1nnc(-c2cc(-c3ccc(Cl)cc3)nc3ccccc23)n1-c1ccccc1)c1ccccc1 | 100 | 111 | 60 | 111 | 104 | 93 | 99 | 104
Cc1cc(C)c(Br)c(C)c1C | x | 111 | 102 | 104 | 113 | 93 | 97 | 103
C#Cc1ccccc1NC(=O)c1sc2nc3c(cc2c1N)CCCCC3 | 93 | 119 | 81 | 97 | 95 | 82 | 95 | 90
C/C=C(\C)C(CC)(C(=O)OCC)C(=O)OCC | 108 | 110 | 85 | 110 | 118 | 100 | 82 | 99
O=C(O)c1cn(C2CC2)c2cc(N3CCN(Cc4c(O)ccc5ccccc45)CC3)c(F)cc2c1=O | 44 | 35 | 1.8* | 74 | 24 | 16 | 32 | 58
Oc1c(Cl)cc(Cl)c2ccc(Cn3cc(-c4cccc(C(F)(F)F)c4)nn3)nc12 | 101 | 56 | -16* | 8.2* | 74 | 42 | 3.1* | 5.9*
CCCn1cc(/C=N\N=C2\C(=O)Nc3ccc([N+](=O)[O-])cc32)c2ccccc21 | 95 | 83 | 82 | 93 | 102 | 85 | 92 | 82
Cc1ccc2oc(=O)cc(CSc3nc4ccccc4[nH]3)c2c1 | 89 | 105 | 107 | 95 | 100 | 91 | 97 | 86
Cn1ccc(=O)nc1 | 92 | 71 | 69 | 101 | 106 | 52 | 75 | 92
CCOC(=O)c1[nH]c(=S)[nH]c1C | 103 | 119 | 102 | x | 125 | 108 | 98 | 100
O=C(Nc1cccc2c1C(=O)c1c(O)ccc(NC(=O)c3ccccc3)c1C2=O)c1ccccc1 | 98 | 114 | 68 | 97 | 45 | 80 | 95 | 76
COc1ccc(CN2CCc3c(nc(N)nc3Sc3ccccc3OC)C2)c(OC)c1 | 74 | 62 | 65 | 60 | 96 | 74 | 70 | 61
N=C(N)c1ccc(OCCSCCOc2ccc(C(=N)N)cc2)cc1 | 82 | 40 | 73 | 74 | 80 | 58 | 93 | 54
Nc1cccc2ncccc12 | 118 | 110 | 85 | 102 | x | 97 | 97 | 80
O=C(OCC1OC(OC(=O)c2ccccc2)C(F)C1OC(=O)c1ccccc1)c1ccccc1 (stereo not given) | 100 | 109 | 89 | 98 | 112 | 99 | 83 | 118
Cc1ccc(S(=O)(=O)c2nc(S(=O)(=O)c3ccc(C)cc3)c(N3CCN(C)CC3)s2)cc1 | 84 | -15* | 16 | 52 | 8.3* | 43 | 30 | 16
CN(C)c1cn2c(CN3CCOCC3)nc3ccccc3c2n1 | 103 | x | 80 | 83 | 107 | 99 | 99 | x
CCOc1ccccc1/C=N/Nc1nc2ccccc2o1 | 83 | 28 | x | 105 | 113 | 8.0* | 82 | 96
O=C(C[n+]1ccc(-c2ccncc2)cc1)c1ccc(O)c(O)c1 | 97 | 103 | 112 | x | x | 97 | 103 | 101
CC1OC(=O)C(C)C1=O (stereo not given) | 95 | 104 | 88 | x | 103 | 101 | 83 | 89
CCOC(=O)C1=C(N)Oc2c(sc3c(F)cccc23)C1c1ccc([N+](=O)[O-])cc1 (stereo not given) | 92 | 96 | 80 | 78 | 100 | 38 | 90 | 91
N=C1C=C(N)C(=O)c2ccccc21 | -13* | -86* | 1.8* | 5.2* | -76* | x | -25* | -5.0*

Source: PubChem BioAssay (NCI)
